SDO1 yeast rescue = compounds rescuing growth of sdo1-depleted yeast, bone marrow failure model | hit rate 0.21% among 140,000 | S. cerevisiae sdo1-depleted JHY4D growth rescue, OD600 30 h; active compounds read high; pdr5 snq2 efflux-pump mutant strain | z-score at 10 µM;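 active = z-score above 3 at both the 24 hr and the 30 hr optical density reads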;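 also: z-score against mean and SD of all compound wells on the same plate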
Insulin prom inh = TRM-6 insulin promoter activity inhibition; TRM-6 cells (human fetal islet line), insulin promoter-eGFP reporter, imaging; reporter expression induced with tamoxifen; inhibition, % at 2 µM; hit rate 0.9% among 130,000; AID 1273;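 active = inhibition above the mean plus 3 SD, with well images judged a real hit on visual review, cut at about 60% in these data, passing the limit was not always enough; inconclusive = inhibition over the cutoff but images rejected on review; inactive = inhibition not above the cutoff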
SDO1 yeast rescue Rescue 24 h = further read-out of SDO1 yeast rescue, marked with its call; z-score; S. cerevisiae sdo1-depleted JHY4D growth rescue, OD600; measured here: growth rescue at 24 h;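 0 is the plate mean of compound wells and units are plate SD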
Numbers without * were called inactive; u = inconclusive; x = not tested or not shown.

SMILES	SDO1 yeast rescue	SDO1 yeast rescue Rescue 24 h	Insulin prom inh
CC(C)N1CC=C2C(C#N)=C(N)C(C#N)(C#N)[C@H](c3ccoc3)[C@H]2C1	0.76	0.11	-161
CCOC(=O)c1cnn(-c2nc(-c3ccc(F)cc3)cs2)c1C(F)(F)F	-0.36	-0.64	-20
Cn1c(C(=O)N2CCC(C(=O)N3CCOCC3)CC2)cc2sccc21	0.17	0.07	10
Cc1cccc(NC(=S)NCc2cccn2C)c1	-0.69	-0.47	25
Cc1ccc(C(=O)Nn2cnnc2)cc1[N+](=O)[O-]	x	x	-233
Nc1cc(-c2ccc(Cl)cc2)nn1S(=O)(=O)c1ccccc1	-0.69	0.44	x
Cc1ccc(OC(=O)C2c3ccccc3Oc3ccccc32)cc1C	0.73	0.43	31
CC1CCCN(C(=O)COC(=O)c2ccc[nH]c2=O)C1 (stereo unspecified)	0.68	0.6	29
O=[N+]([O-])c1ccccc1SN(Cc1ccccc1)c1ccccn1	-0.78	-0.66	-25
O=C1C(Cl)=C(NCCc2ccccc2)C(=O)N1CCc1ccccc1	-0.96	-0.18	9
CCC1CCCCN1CCCNC(=O)c1cn(CC(C)C)c(=O)c2cc(OC)c(OC)cc12 (stereo unspecified)	1.3	0.05	-14
CCC1(c2ccc(Cl)cc2)NC(=S)N(c2ccccc2)N1 (stereo unspecified)	-0.7	-0.7	44
O=C(/C(=N/N=C/c1ccc(O)c(O)c1O)c1ccccc1)c1ccccc1	-0.58	-0.27	26
COc1ccccc1N1CCN(C(=O)c2ccncc2)CC1	-0.38	-0.02	x
Cc1cc(C)cc(C(=O)NCC(=O)OCC(=O)Nc2ccc(C)cc2Br)c1	x	x	0
CC(C)OC(=O)c1c(NC(=O)c2cnn3c2NC(c2ccccc2)CC3C(F)(F)F)sc2c1CCCC2 (stereo unspecified)	0.35	0.82	-1
COc1ccc(/C=C/C(=O)O/N=C(\N)c2ccccc2)cc1OC	-0.92	-1.6	-157
Cn1c(=O)[nH]c(=O)c2c1nc(N1CCN(c3cccc(Cl)c3)CC1)n2CCCc1ccccc1	-0.15	-0.46	-94
CC(=O)c1cccc(NC(=O)C2CC(=O)N(Cc3ccccc3)C2)c1 (stereo unspecified)	0.65	0.7	57
CCOC(=O)c1ccc(CC2S/C(=C(\C#N)C(C)=O)NC2=O)cc1 (stereo unspecified)	-0.6	-0.73	-26
Clc1ccc2c(NNc3ccccc3Cl)ccnc2c1	-1.3	-0.51	x
O=C(Nc1cccc(-c2nc3ccccc3[nH]2)c1)c1ccco1	1.5	0.83	57
O=C(OCC(=O)N1CCOCC1)c1ccc[nH]c1=O	0.45	-0.03	12
CCOC(=O)CSc1nc2sc(C)c(C)c2c(=O)[nH]1	-0.61	-0.45	25
O=C(NNc1nc(-c2ccccc2)c2cc(Br)ccc2n1)c1ccc(S(=O)(=O)N2CCOCC2)cc1	-0.09	0.28	20

Entries above with a thiophene ring, fused or not:
SMILES	SDO1 yeast rescue	SDO1 yeast rescue Rescue 24 h	Insulin prom inh
Cn1c(C(=O)N2CCC(C(=O)N3CCOCC3)CC2)cc2sccc21	0.17	0.07	10
CC(C)OC(=O)c1c(NC(=O)c2cnn3c2NC(c2ccccc2)CC3C(F)(F)F)sc2c1CCCC2 (stereo unspecified)	0.35	0.82	-1
CCOC(=O)CSc1nc2sc(C)c(C)c2c(=O)[nH]1	-0.61	-0.45	25

(listing goes on)
SMILES	SDO1 yeast rescue	SDO1 yeast rescue Rescue 24 h	Insulin prom inh
Cc1ncc(CO)c(/C=N/NC(=O)c2cc(Br)ccc2O)c1O	x	x	36
Cc1ccc(/C=C/C(=O)c2ccccc(=O)c2O)cc1C	-0.04	-0.08	14
CN1/C(=C/C(=O)c2ccc(Cl)cc2)Sc2cc3c(cc21)OCO3	-1.9	-1.3	-52
CCOC(=O)c1c(C)nc2sc3c(=O)n(-c4ccc(OC)cc4)cnc3c2c1-c1ccc(OC)cc1	-0.34	-0.05	-4
CCOC(=O)c1cc(=O)n2nc(-c3ccccc3F)nc2s1	-0.22	-0.65	86*
CCN(CC)c1ccc2c(C)c(CN3CCOCC3)c(=O)oc2c1	0.17	0.1	x
O=C1CC(c2ccc(F)cc2)CC(O)=C1C=NCCN1CCNCC1 (stereo unspecified)	0.45	-0.3	31
Cc1csc2nc(CSc3nc4ccccc4o3)c(Br)n12	-2	0.99	14
CCCCC(=O)N1CCCC(C(=O)OCC)C1 (stereo unspecified)	1.7	1.2	31
Cc1ccc(S(=O)(=O)c2nc(-c3cccs3)oc2SCC(N)=O)cc1	1	1.3	x
COCCn1c(C)cc(C2=NNC(=NC3CC3)SC2)c1C	x	x	-75
CC(=O)OC(C(=O)NCc1ccco1)c1ccncc1 (stereo unspecified)	0.86	-0.04	15
CC(C)NC(=O)CCCc1cn(C)c2ccccc12	0.02	-0.28	x
CCn1cc(C(=O)NCC2CCCO2)c(=O)c2cc(F)c(N3CCN(C)CC3)cc21 (stereo unspecified)	0.51	0.21	x
N#C/C(=C\c1c(N(Cc2ccccc2)Cc2ccccc2)nc2ccccn2c1=O)C(N)=O	-0.53	-0.95	17
CCCOc1ccc(OCC(=O)c2[nH]c(C)c(C(C)=O)c2C)cc1	0.84	1.4	-23
FC(F)(F)c1cnc(-c2cnc3c(-c4ccc(Cl)cc4)cnn3c2)c(Cl)c1	0.48	0.13	-12
Cn1c(CCN2CCCCC2)nc2cc([N+](=O)[O-])ccc21	0.3	0.09	x
CCN(CC)S(=O)(=O)c1ccc(C2=NOC3(C2)N(C)c2ccccc2C3(C)C)cc1 (stereo unspecified)	0.14	1.5	-45
COc1ccc(-c2nn(CCC(=O)O)cc2/C=C2\SC(N)=NC2=O)cc1	0.09	-0.49	13
O=C(Nc1ccc(C(=O)O)cc1)/C(=C\C=C\c1ccccc1)NC(=O)c1ccc(Br)cc1	x	x	29
CCOc1cc(CNCCCN2CCOCC2)ccc1OCC(=O)Nc1cccc2ccccc12	-0.85	-0.97	x
CSC1=NC(C)(C)C=C(/C=C/c2ccc(Cl)cc2Cl)N1	x	x	7
Clc1cccc(Cl)c1Cn1cnc2c(N3CCCCCC3)ncnc21	-1.1	-0.27	-456
CSc1ccc(/C=N/N2CCN(Cc3ccccc3Cl)CC2)cc1	x	x	-18
SMILES	SDO1 yeast rescue	SDO1 yeast rescue Rescue 24 h	Insulin prom inh
O=C1c2ccccc2C2NC(=O)C3(CCCCC3)N12 (stereo unspecified)	1.1	1.1	u
O=C1/C(=C/c2ccccc2)Nc2ccccc21	-0.73	-1.2	42
O=S1(=O)C=CC(N2CCOCC2)C1 (stereo unspecified)	0.5	-0.6	-36
Cc1cc(C)c(C(=O)/C=C/c2ccc(C(C)C)cc2)c(=O)[nH]1	-0.64	-0.04	x
CN(C)S(=O)(=O)c1ccc(C(=O)NCCSc2ccc(Br)cc2)cc1	-0.32	-0.58	14
CCOC(=O)C1=C(N)n2c(s/c(=C/c3ccco3)c2=O)=C(C(=O)OC)C1c1ccco1 (stereo unspecified)	-0.76	-0.1	0
O=C(CCSCc1ccc(Cl)cc1)NCc1ccco1	x	x	-27
Cc1cccc(NC(=S)NNC(=O)c2ccc(Br)o2)c1	0.54	0.26	x
COc1cc(NC(=O)CSc2nccc(C)n2)c(C(=O)O)cc1OC	-0.25	-0.74	14
COc1ccc(CNC(=O)c2onc(C)c2Cl)cc1	1	0.96	x
CCCOc1ccc2oc(=O)c3c(c2c1)CCCN3C(=O)CN1CCN(c2ncccn2)CC1	x	x	6
CCOC(=O)C1=C(C)NC(=O)NC1c1ccccc1OCc1c(F)cccc1Cl (stereo unspecified)	-0.86	-0.54	10
S=C1NCCc2ccccc2C1c1ccccc1Cl (stereo unspecified)	-1.8	-2.3	-469
Cc1ccc(-n2c(SCC(=O)N3Cc4ccccc4CC3C(=O)O)nnc2-c2cccnc2)c(C)c1 (stereo unspecified)	0.95	0.96	x
CCC(C)C(NC(=O)C(C)NC(=O)CNC(=O)OC(C)(C)C)C(N)=O (stereo unspecified)	x	x	-71
CC(=O)Nc1nc(C2COc3ccccc3O2)cs1 (stereo unspecified)	0.11	-0.45	-71
Cc1ccc(Cn2c(NS(=O)(=O)c3ccccc3)nc3ccccc32)cc1	-1.2	-0.56	-39
Cc1nonc1C(=O)N/N=C/c1ccc(O)c(O)c1	0.16	-0.35	x
N#Cc1ncc(-c2ccc3c(c2)OCCOCCOCCOCCO3)nc1C#N	-0.95	-1.2	-39
COc1ccc(S(=O)(=O)Cc2ccc(C(=O)N3CCc4ccccc4C3)o2)cc1	-0.05	0.17	x
Cc1[nH]c2ccccc2c1SCC(=O)NC1CCCCC1	x	x	-45
COc1cc2nc3c4ccccc4n(CC#N)c3nc2cc1OC	0.24	1.9	x
O=c1cc(Nc2ccc3c(c2)OCCO3)[nH]c(=O)n1C1CCCCC1	-0.41	-0.52	-21
CC(=O)NNc1ncnc2c1cnn2-c1ccccc1	x	x	-70
COc1cccc(/C(O)=C/C(=O)C(=O)Nc2ccc(S(=O)(=O)NC(C)=O)cc2)c1	0.36	-1	-7
SMILES	SDO1 yeast rescue	SDO1 yeast rescue Rescue 24 h	Insulin prom inh
CCOc1ccc(-c2cc3cc(OC)c(OC)cc3c(C)n2)cc1	x	x	0
CCN=C(N/N=C/c1ccc([N+](=O)[O-])cc1)SC	0.18	-0.77	30
O=C(O)C1C(c2ccccc2)C(C(=O)Oc2ccc(O)cc2)C1c1ccccc1 (stereo unspecified)	0.96	0.48	x
COc1ccc(C(=O)Nc2sc(C)c(C)c2CN2CCOCC2)cc1	0.2	-0.51	x
CCOCCCNc1nc2nc3ccc(C)cn3c(=O)c2cc1C(=O)NCC1CCCO1 (stereo unspecified)	x	x	48
O=C(c1ccco1)N1CCN(C(=O)C2CCCO2)CC1 (stereo unspecified)	0.36	0.37	-125
CC(=O)NC(=S)Nc1ccc(NC(=O)COc2ccc(Cl)cc2Cl)cc1	-1.3	0.06	x
CN(C)CC(=O)Nc1ccc(Oc2ccc(Cl)cc2)cc1	x	x	-55
COc1ccccc1NC(=O)NCC(=O)Nc1ccc(F)c(F)c1	-0.19	-0.74	14
Cc1ccc(CN(c2ccc(C(=O)NCC3CCCO3)cc2)S(C)(=O)=O)cc1 (stereo unspecified)	x	x	15
Cc1cc(NC(=O)c2ccc(Cl)cc2Cl)n(CCC#N)n1	x	x	-93
CCC(Sc1nc2ccccc2c(=O)[nH]1)C(=O)O (stereo unspecified)	-0.45	-0.43	-16
O=c1[nH]cnc2c1sc(=S)n2-c1ccccc1	0.32	0.18	-8
O=C(CN1CCCC1)Nc1ccc(NC(=O)Nc2ccccc2)cc1	-0.69	-0.47	16
O=C(CSc1ncn[nH]1)N1CCN(c2nnc(-c3ccccc3)c3ccccc23)CC1	0.67	0.41	-22
CCCCCCn1cc(C(=O)O)c(=O)c2ccccc21	-1.3	-0.47	0
CCN1CCN(c2ccc(NC(=O)Cc3ccccc3)cc2)CC1	0.82	0.47	0
COc1ccc(NC(=O)CC2C(=O)N(Cc3cccs3)C(=S)N2C(C)C)cc1 (stereo unspecified)	x	x	-59
COc1ccc(-c2nnc(SCC(=O)Nc3nc4ccccc4s3)n2C)cc1	1.3	3.5	x
Cc1nc(SCC(=O)Nc2c(C)nn(C)c2C)c2cnn(-c3ccccc3)c2n1	0.49	0.72	-23
CCC(C)OC(=O)C1=C(C)OC23OC(N)=C(C#N)C12C(=O)c1ccccc13 (stereo unspecified)	0.3	0.36	-194
N#CC1=C(SCC(N)=O)NC(=O)CC1c1ccccc1Cl (stereo unspecified)	-0.58	-0.99	x
CCOc1ccc(NC(=O)COc2ccccc2)c([N+](=O)[O-])c1	x	x	19
CC(CNC(=O)c1cncc(O)c1)NC(=O)c1cncc(O)c1 (stereo unspecified)	-0.04	-0.72	x
O=C(COC(=O)c1sc2cc(F)ccc2c1Cl)Nc1ncc(Cl)cc1Cl	-1.3	-1.1	x

Fetched by compound from the entries so far, 2 records:
SMILES	SDO1 yeast rescue	SDO1 yeast rescue Rescue 24 h	Insulin prom inh
Cc1cc(NC(=O)c2ccc(Cl)cc2Cl)n(CCC#N)n1	x	x	-93
CN(C)CC(=O)Nc1ccc(Oc2ccc(Cl)cc2)cc1	x	x	-55

Following part:
SMILES	SDO1 yeast rescue	SDO1 yeast rescue Rescue 24 h	Insulin prom inh
O=C(Nc1cc(S(=O)(=O)N2CCCC2)ccc1OCC(F)(F)F)c1ccccc1F	0	0.53	28
O=C(Nc1ccc(Cl)cc1)NC1CCS(=O)(=O)C1 (stereo unspecified)	-0.28	-0.77	x
COC(=O)c1ccc(OC)c(CSc2nnc(COc3ccc(OC)cc3)o2)c1	-0.37	0.82	22
Cc1nc2ccccc2c2nc(NC(=O)Cc3ccccc3)nn12	-0.03	-0.56	-38
c1ccc2c(CSCc3nc4ccccc4[nH]3)cccc2c1	-0.93	-0.3	-31
c1ccc(OCCOCCN2CCOCC2)cc1	0.03	-0.41	-55
COc1cc(-c2nnc(CSc3nnc(Nc4ccc(Oc5ccccc5)cc4)s3)o2)cc(OC)c1OC	1.5	2	x
Cc1c(N=Cc2cccs2)c(=O)n(-c2ccccc2)n1C	-0.45	-0.74	-36
CN(/N=C/c1cccs1)c1cc(=O)n(C)c(=O)[nH]1	1.8	1.4	62

Bioassay records as filed in PubChem BioAssay.
